Shiga toxin inh: blocks Shiga toxin action in Vero cells; inhibition, % at 38.7 µM; 290,000 compounds, 9.2% hits; Vero cells, Shiga toxin protein synthesis inhibition reporter; in the data active = inhibition mostly above about 28%, no sharp cut-off; inactive = mostly below about 43%; note: 0% is about no effect
Pf growth 96h: inhibits malaria parasite growth, 96 h | P. falciparum luciferase reporter growth, 96 h | Potency, µM (highest dose often 28.7 µM), for the others: at the highest dose activity change, negative = inhibition, usual class: inhibitors | 320,000 compounds, 6.9% hits | AID 504834; note: potency is the fitted concentration of half-maximal effect; % is set by controls: 0 for no effect and ±100 for the full control effect
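Readout is luminescence from an integrated firefly luciferase in P. falciparum. Red cells, 2% hematocrit and 0.05% parasitemia final, were cultured with compound through two parasite generations (96 hours) at 37 C, 5% CO2.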
HCV inh: blocks hepatitis C virus; 340,000 compounds, 3.4% hits; Potency, µM (doses to about 41.8 µM), inactives show at the highest dose activity change, negative = inhibition, usual class: inhibitors; Huh7.5.1 HCVcc-Cre infection, luciferase reporter, 44 h; AID 651820; note: potency is the fitted concentration of half-maximal effect; % is set by controls: 0 for no effect and ±100 for the full control effect
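A cell-based infection assay in which seeded cells (1,000 per well) receive test compound after 4 h, are inoculated with HCVcc-Cre at approximately 0.5 moi, and are incubated 44 h before luminescence detection.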
Tb PYK inh: blocks Trypanosoma brucei pyruvate kinase. TbPYK enzyme, Kinase-Glo Plus ATP luminescence, 45 min. Q57TT1. 410,000 compounds, 0.12% hits. Potency, µM (top dose mostly 76.8 µM), without a hit: top-dose activity, negative = inhibition, usual class: inhibitors. AID 624173; note: potency is the fitted concentration of half-maximal effect; % is set by controls: 0 for no effect and ±100 for the full control effect; nearly all actives have a fitted effect of over 50% in size
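In this concentration-response screen, enzyme-free wells defined baseline while DMSO plates tracked drift. Each reaction combined TbPYK, substrate, compound and 130 uM ADP for 45 min at room temperature. Kinase-Glo Plus luminescence gave the signal.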
LmPK inhibitor: inhibitors of Leishmania mexicana pyruvate kinase | Q27686 | purified LmPK, Kinase-Glo ATP luminescence, 1 h | Potency, µM (top dose mostly 57.5 µM), without a hit: at the highest dose activity change, negative = inhibition, actives largely listed as inhibitors | 290,000 compounds, 0.37% hits; note: potency is the fitted concentration of half-maximal effect; % is set by controls: 0 for no effect and ±100 for the full control effect
Target sequence (Q27686 whole entry, looked up): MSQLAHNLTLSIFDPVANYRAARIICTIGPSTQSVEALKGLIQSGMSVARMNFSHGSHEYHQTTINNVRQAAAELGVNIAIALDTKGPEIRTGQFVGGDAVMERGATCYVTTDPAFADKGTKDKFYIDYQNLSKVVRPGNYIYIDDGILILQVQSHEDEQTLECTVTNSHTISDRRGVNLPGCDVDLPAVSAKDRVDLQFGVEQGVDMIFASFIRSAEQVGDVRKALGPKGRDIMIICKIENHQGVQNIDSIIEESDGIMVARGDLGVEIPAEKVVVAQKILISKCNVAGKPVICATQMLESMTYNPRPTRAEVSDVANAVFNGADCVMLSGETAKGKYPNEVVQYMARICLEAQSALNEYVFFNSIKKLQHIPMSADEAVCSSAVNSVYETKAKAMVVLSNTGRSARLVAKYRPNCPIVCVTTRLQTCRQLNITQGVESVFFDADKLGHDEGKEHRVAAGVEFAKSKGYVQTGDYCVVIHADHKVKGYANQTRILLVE
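Purified LmPK (0.1 nM) converted ADP (0.1 mM) to ATP with PEP (0.5 mM) in imidazole buffer pH 7.2 with KCl and MgCl2, 1 h at room temperature. ATP was read by Kinase-Glo luminescence; data normalized to uninhibited and no-enzyme controls.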
Cycloheximide cs: counter-screen for Shiga toxin inhibitors: cycloheximide protein synthesis inhibition | 300,000 compounds, 12% hits | max response, % | cell reporter, cycloheximide protein synthesis inhibition counterscreen; in the data active = max response mostly above about 13%, no sharp cut-off; inactive = mostly below about 14%; note: read at 38.3 µM for the half of the compounds with a filed dose; 0% is about no effect
Pf growth 48h: P. falciparum growth inhibition at 48 hours (one generation) | P. falciparum luciferase growth in erythrocytes, 48 h | AID 504832 | 310,000 compounds, 5.9% hits | Potency, µM (series often up to 28.7 µM), without a hit: at the highest dose activity change, negative = inhibition, hits mostly inhibitors; note: potency is the fitted concentration of half-maximal effect; % is set by controls: 0 for no effect and ±100 for the full control effect
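Compounds are pin-transferred into medium, infected erythrocytes (2% hematocrit, 0.1% parasitemia final) are added, and plates sit one parasite generation at 37 C in 5% CO2. Detection reagent is then added and luminescence measured.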
The depositor's hits bear a star; ? = inconclusive; / = not tested or not shown; & = joins results of further samples; [ ] = remark or other dose. Unless noted, calls come from the whole dose curve; as a rule, active = well fitted curve in the direction sought with a large enough effect; inconclusive = small, poorly fitted or top-dose-only effect, or another doubt; inactive = no such curve, though single readings can be large; an effect the other way counts as inactive or inconclusive.

SMILES	Shiga toxin inh	Pf growth 96h	HCV inh	Tb PYK inh	LmPK inhibitor	Cycloheximide cs	Pf growth 48h
COc1ccc2c(c1OC)C(=O)N1N=C(c3ccc(Br)cc3)CC21 (configuration not stated)	20	-98%	-22%	-2%	0%	12	?
CCN1C(=O)/C(=C\c2ccncc2)SC1=Nc1ccc(C)c(C)c1	-10	1.9µM*	-21%	1%	1%	5	?
CCOc1ccc(NS(=O)(=O)c2ccc(C(=O)NCC3(N4CCCCC4)CCCCC3)cc2)cc1	-3	?	?	24%	-1%	-2	?
COc1cc(OC)c2c(C)c(Cl)c(=O)oc2c1	-7	10µM*	-19%	0%	0%	8	32%[activator]
Cc1ccc(/C=N/NC(=O)CN(Cc2ccccc2)S(=O)(=O)c2ccc3c(c2)OCCO3)cc1	-7	22%	?	3%	5%	-1	?
C=CCNC(=O)COc1ccc(S(=O)(=O)Nc2ccc(OCC)cc2)cc1	7	?	17%	7%	1%	-1	12%
COC(=O)c1ccccc1NC(=O)/C=N/O	-19	/	?	-3%	-2%	-4	18%
CCC(C)Oc1nc2ccccc2nc1NS(=O)(=O)c1ccccc1 (configuration not stated)	32	12%	-2%	12%	2%	-3	/
Cc1ccc2c(c1)N(CCCC(=O)NCCCN1CCCCC1)C(=O)CO2	-2	8%	3%	5%	-4%	-2	-3%
O=S(=O)(c1cnccc1N1CCN(/N=C/c2ccccc2)CC1)N1CCCCC1	-15	?	5%	0%	-1%	-3	?
O=C1Cc2cc(NS(=O)(=O)c3ccc(Cl)cc3)cc3c2N1CCC3	/	62%[activator]	-11%	1%	/	/	-5%
Nc1cccc(Nc2ncnc3ccccc23)c1	/	-21%	-9%	7%	30%	1	-3%
O=C(C1=C[C@H](c2ccccc2)C[C@H](OCc2ccc(CO)cc2)O1)N1CCN(Cc2ccc3c(c2)OCO3)CC1	-4	13µM*	?	5%	3%	-1	?
c1ccc2c(-c3c[nH]c4ccccc34)c3ccccc3nc2c1	-10	3.7µM*	?	4%	-1%	-4	?
CC(C)NC(=O)CN1CCN(Cc2nc(-c3cccs3)no2)CC1	-2	?	-3%	6%	-5%	-1	5%
CC(C)NC(=O)COc1ccc(S(=O)(=O)N2CCCC2)cc1	-7	1.5µM*	20%	-2%	-6%	-1	-16%
Cc1ccc(S(=O)(=O)[N-]c2nc3ccccc3nc2-[n+]2cc(C)cc(C)c2)cc1	4	-13%	13%	6%	-2%	-2	-11%
Cc1ccc2c(c1)c1c(n2CC(O)CN2CCC(C)CC2)CCCC1 (configuration not stated)	11	?	?	0%	8%	14	?
CCc1cc(-c2n[nH]c(C)c2-c2nc3ccccc3n2C)c(O)c(CN2CCN(C)CC2)c1O	-6	-25%	?	-8%	1%	-2	12µM*
COc1ccc2nc(NC(=O)CCNC(=O)c3ccccc3Cl)sc2c1	77*	44%[activator]	-4%	1%	-2%	33*	7%
CCN(CC)C(=O)COc1ccc2c3c(c(=O)oc2c1)CCCC3	7	174%[activator]	-14%	-1%	-1%	11	?
COc1ccc(N(CC(=O)NCCc2ccc(C)cc2)S(=O)(=O)c2c(C)noc2C)cc1	-1	19%	?	0%	1%	-3	-5%
COc1cccc(CNS(=O)(=O)c2cc(Br)cc3c2N(C(C)=O)C(C)C3)c1 (configuration not stated)	-7	?	-10%	2%&3%	-1%	-4	/
COc1cc(/C=C/C(=O)Nc2ccc(C)cc2)cc(OC)c1OC	-5	?	?	-7%	0%	-3	-7%
COc1ccccc1NCCC(=O)OCC(=O)NC1CC1	1	1%	1%	-1%	-10%	-1	16%

(continued)
SMILES	Shiga toxin inh	Pf growth 96h	HCV inh	Tb PYK inh	LmPK inhibitor	Cycloheximide cs	Pf growth 48h
C[C@@H]1NC(=O)c2cc([N+](=O)[O-])cc(I)c2NCC[C@@H](C(N)=O)NC(=O)[C@H](CC(N)=O)NC1=O	-14	-5%	2%	-7%	-4%	-5	25%
CCc1ccc(/C=N/NC(=O)c2nnn(-c3nonc3N)c2CN2CCOCC2)cc1	9	7%	-9%	0%	9%	-3	-21%
Cc1ccc(CNc2c(C)c(C)nc3nncn23)cc1	-4	/	/	4%	/	2	/
Cc1ccccc1Nc1nc(CSc2nnc(-c3ccoc3C)n2C)cs1	58	62%[activator]	0%	/	-3%	21*	-68%
COc1ccccc1Oc1c(C)oc2c(CN3CCN(C)CC3)c(O)ccc2c1=O	-6	19%	/	/	0%	1	13%
CCOC(=O)N1CCC(NC(=O)c2cc(COc3c(C)cccc3C)on2)CC1	9	-29%	?	-4%	10%	14*	?
CCN1CCN(CC(=O)c2ccc(OC)cc2)CC1	14	28%	11%	-1%	-1%	2	0%
COc1ccc(C(=O)NCCNC(=O)c2ccc(C)nc2)cc1	-8	?	7%	-4%	1%	-3	4%
COc1ccc(-c2coc3c(CN4CCCCC4)c(O)c(CN4CCCCC4)c(O)c3c2=O)cc1	-17	88%[activator]	-24%	/	10%	-2	5.9µM*
CC(C)[C@H](NC(=O)c1ccccc1)C(=O)OCC(=O)NCCC1=CCCCC1	-7	-12%	27%	-1%	3%	-2	-16%
Cc1ccc(C(=O)NS(=O)(=O)c2ccc(C)cc2)cc1	3	19%	8%	-8%	-1%	-2	36%[activator]
COC(=O)c1[nH]c2c(c1C)C(=O)CC(c1cccc(OC)c1)C2 (configuration not stated)	-7	?	?	2%	-1%	-2	/
O=S(=O)(c1cccc(-c2cn3cccnc3n2)c1)N1CCCCCC1	-5	?	-21%	2%	0%	-1	?
COC(=O)c1ccc(CSc2nc3c(cnn3-c3ccc(C)c(C)c3)c(=O)[nH]2)o1	-7	?	16%	3%	4%	-4	19%
COc1cccc(-n2nc(-c3ccnn3-c3ccc(C)cc3)c(=O)n(C)c2=O)c1	-14	?	?	3%	0%	5	/
CCC(C(=O)NCc1ccco1)N(C(=O)CNS(=O)(=O)c1ccccc1)c1ccc(F)cc1 (configuration not stated)	-9	?	6%	-1%	-2%	-3	-6%
COc1ccc(OCCC(=O)Nc2cc(C)on2)cc1	-1	/	-3%	7%	3%	-4	-7%
Cc1ccc(CCNS(=O)(=O)c2c(C)nc3sccn3c2=O)cc1	12	?	12%	-2%	0%	-2	-2%
COC(=O)c1cnn(-c2cc(Oc3ccccc3)ncn2)c1N	27	66%[activator]	-1%	-4%	5%	23*	14%
COc1ccccc1N1C(=O)C2C(C(=O)c3ccccc3)=NN(c3ccccc3)C2C1=O (configuration not stated)	-3	-1%	7%	-5%	5%	5	133%[activator]
CCOC(=O)Nc1n[nH]c(NC(=O)OCC)c1[N+](=O)[O-]	-5	?	21%	-3%	6%	7	3%
Cc1[nH]c2ccccc2c1C(=O)COC(=O)c1c(-c2c(F)cccc2Cl)noc1C	-13	?	?	-11%	4%	-7	?
O=C(N/N=C(\c1ccccc1)c1cccnc1)c1cc(O)ccc1O	-12	16%	/	/	-11%	-2	5%
CC(C)N(Cc1nc(-c2ccccc2)no1)C(=O)CSc1ccccc1	-4	30%[activator]	-28%	-3%	5%	-3	?
Cc1cc(C)n(-c2c(F)c(F)c(CO)c(F)c2F)n1	-11	5%	6%	10%	-7%	-3	0%

Record cards (already shown). Order of screens: Shiga toxin inh | Pf growth 96h | HCV inh | Tb PYK inh | LmPK inhibitor | Cycloheximide cs | Pf growth 48h
Cc1ccc(C(=O)NS(=O)(=O)c2ccc(C)cc2)cc1 across the screens: 3 | 19% | 8% | -8% | -1% | -2 | 36%[activator]
COc1ccc(-c2coc3c(CN4CCCCC4)c(O)c(CN4CCCCC4)c(O)c3c2=O)cc1 across the screens: -17 | 88%[activator] | -24% | / | 10% | -2 | 5.9µM*
CCc1ccc(/C=N/NC(=O)c2nnn(-c3nonc3N)c2CN2CCOCC2)cc1 across the screens: 9 | 7% | -9% | 0% | 9% | -3 | -21%

Returning to the listing; the three compounds before the break are reprinted first.
SMILES	Shiga toxin inh	Pf growth 96h	HCV inh	Tb PYK inh	LmPK inhibitor	Cycloheximide cs	Pf growth 48h
O=C(N/N=C(\c1ccccc1)c1cccnc1)c1cc(O)ccc1O	-12	16%	/	/	-11%	-2	5%
CC(C)N(Cc1nc(-c2ccccc2)no1)C(=O)CSc1ccccc1	-4	30%[activator]	-28%	-3%	5%	-3	?
Cc1cc(C)n(-c2c(F)c(F)c(CO)c(F)c2F)n1	-11	5%	6%	10%	-7%	-3	0%
CC(C)N(Cc1nc(-c2ccc3c(c2)OCO3)no1)Cc1nccn1C	-4	13%	1%	3%	-2%	0	25%
CCOc1c(O)ccc(C2NC(=O)N(C)C(C)=C2C(=O)OC)c1[N+](=O)[O-] (configuration not stated)	11	-31%[1.15 µM]	11%	-8%	2%	-1	-17%
CC12CCC(C/C1=N/NC(=O)COc1ccccc1Cl)C2(C)C (configuration not stated)	27	?	11%	7%	-3%	17	?
Cc1ccc(-c2nonc2NC(=O)c2ccco2)cc1	-5	41%[activator]	10%	-2%	-1%	8	?
CCOC(=O)C1=C(CC)Nc2ccccc2N/C1=N\S(=O)(=O)c1ccc2ccccc2c1	-6	-11%	-20%	-1%	0%	-2	-17%
CC(C)C(NC(=O)c1ccc(F)cc1)C(=O)N1CCOCC1 (configuration not stated)	/	-19%	9%	-4%	/	/	1%
Cc1ccc(S(=O)(=O)NCC(=O)NCc2cc(=O)n(C)c(=O)n2C)cc1	-2	36%[activator]	10%	5%	-2%	-1	15%
Cc1cccc(NC(=O)CSc2nnc(CNC(=O)c3ccc(S(=O)(=O)N(C)C)cc3)n2-c2cccc(C)c2)c1	6	7.4µM*	?	2%	3%	1	?
CCc1cc(C(=O)NNC(=O)c2csc(N3CCOCC3)n2)sc1C	/	7%	?	0%	/	/	?
COc1ccc(CCC(=O)N2CCCc3ccccc32)cc1	-21	17%	21%	-4%	-4%	16	13%
COc1ccc(CCC(=O)NCCc2nc3ccccc3[nH]2)cc1	-13	?	1%	1%	7%	1	-3%
CCN(CC)CCCNC(CC(=O)Nc1cccc([N+](=O)[O-])c1)C(=O)O (configuration not stated)	-5	0%	6%	0%	-2%	-4	-7%
Cc1cc(C(=O)N2CCCC(CCC(=O)N3CCN(c4ccccn4)CC3)C2)c(C)o1 (configuration not stated)	-5	-8%	-18%	-6%	-1%	1	-26%
COc1ccc(-n2ncc3c(SCC(=O)N4CCN(c5ccccc5OC)CC4)ncnc32)cc1	19	-4%	13µM*	-3%	-1%	1	?
Cc1sc2nc(SCC(=O)N(C)c3ccccc3)n(C)c(=O)c2c1C	-5	-3%	/	2%	-9%	-6	8.3µM*
Cc1ccc(NC(=O)c2ccc(OCc3c(C)noc3C)cc2)c(C)c1	/	?	?	2%	/	/	?
COC(=O)c1sccc1Oc1ccc(Cl)cc1N1C(=O)CCC1=O	9	16%	4%	2%	-2%	3	3%
CCOc1ccc(NC(=O)Cn2nnc(-c3ccccc3NC(=O)CC)n2)cc1	-13	24%	-27%	-2%	13%	-4	-22%
COCCNC(=O)C(=O)N/N=C(\C)CC(=O)Nc1cccnc1	-2	-85%	15%	-5%	-4%	13*	26%
CCc1ccc(N2C(=O)NC(=O)/C(=C\C=C\c3ccco3)C2=O)cc1	18	-1%	?	-9%	1%	22*	20%
Cc1cc(C)nc(NC(N)=NC(C)c2ccccc2)n1 (configuration not stated)	-11	?	1%	-2%	0%	-4	15µM*
O=C(O)CCC(=O)NNC(=O)c1cccc(Br)c1	-13	?	2%	-7%	-3%	1	4%
COc1ccc(CC(=O)OCC(=O)NC2CC2)cc1	/	31%[activator]	16%	2%	/	/	28%
